Assay outcomes: PubChem BioAssay, several laboratories
V-ATPase pH: yeast V-ATPase proton transport regulation by pHLuorin. actives 0.37% (n = 350,000). AID 504577. response, % at 10 µM. S. cerevisiae, pHLuorin cytosolic pH fluorescence; in the data active = response mostly above about 7.3%, no sharp cut-off; inactive = mostly below about 5.4%; also: actives read high; inactives centre near 0; some compounds called inactive have numbers as strong as hits; reference of the scale not given here
cardiac RTF act: increases calcium sensitivity of human cardiac regulated thin filaments; actives 0.24% (n = 340,000); IANBD-labeled TnC RTF fluorescence at EC20 calcium; 0% EC20 calcium, 100% full calcium; P19429+P45379; activation, % at 7.2 µM;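 active = activation above the mean over all tested compounds plus 3 SD, cut at about 30% in these data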;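 also: rise in fluorescence read as greater calcium sensitivity of cardiac thin filaments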
C-LANA FP: inhibitors of KSHV LANA C-terminal domain DNA binding | MBP-C-LANA/FAM-LBS DNA binding, fluorescence polarization | actives 0.078% (n = 340,000) | inhibition, % at 9 µM;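 active = highest replicate inhibition at or above 60% at 9 µM, even if other replicates fall short; inactive = all replicates below 60% inhibition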;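 also: 0% = neutral control wells and 100% = 4 µM acridine orange control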
Cardiac RTF inh: cardiac RTF calcium desensitization; P19429+P45379; actives 0.12% (n = 340,000); AID 493244; inhibition, % at 7.15 µM; IANBD-labeled cardiac RTF, Ca2+ fluorescence;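 active = inhibition above the mean inhibition of all tested compounds plus 3 SD, cut at about 17% in these data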;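 also: assay run at fixed EC70 calcium of 1.6 mM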
OPRM1-OPRD1 ag: agonists of human mu-delta opioid receptor heterodimerization | actives 0.3% (n = 340,000) | P35372+P41143 | activation, % at 9.3 µM | cells, OPRM1-OPRD1 heterodimerization, luminescence | AID 504326; in the data active = activation above about 18%;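 also: 0% = vehicle-treated cells and 100% = reference agonist; values of inactives mirror those of a sister screen read the other way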
OPRM1-OPRD1 inv: mu-delta opioid heterodimer inverse agonism; P35372+P41143; inhibition, % at 9.3 µM; cell-based MOR-DOR heterodimer luminescence; actives 0.21% (n = 340,000); in the data active = inhibition above about 22%, passing the limit was not always enough;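 also: 0% = cells with DMSO and 100% = wells without cells with DMSO; values of inactives mirror those of a sister screen read the other way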
Wnt act: activators of Wnt/beta-catenin signaling | actives 1.2% (n = 300,000) | activation, % at 9.35 µM | Wnt/beta-catenin reporter cell assay, activator, plate reader; in the data active = activation above about 30%, passing the limit was not always enough;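 also: 0% = neutral control wells and 100% = positive control wells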
Keap1-Nrf2 PPI: Keap1-Nrf2 (human) interaction inhibition. AID 504523. inhibition, % at 9.4 µM. Keap1 Kelch-Nrf2 peptide fluorescence polarization, 1536-well. Q14145. actives 0.15% (n = 340,000); in the data active = inhibition above about 12%;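 also: human Keap1 Kelch domain with fluorescein labeled Nrf2 9mer peptide probe; 0% = neutral control wells and 100% = peptide positive control; higher means more block of Keap1 binding to Nrf2 peptide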
Target sequence (Q14145 whole entry, looked up, the tested form may be a part): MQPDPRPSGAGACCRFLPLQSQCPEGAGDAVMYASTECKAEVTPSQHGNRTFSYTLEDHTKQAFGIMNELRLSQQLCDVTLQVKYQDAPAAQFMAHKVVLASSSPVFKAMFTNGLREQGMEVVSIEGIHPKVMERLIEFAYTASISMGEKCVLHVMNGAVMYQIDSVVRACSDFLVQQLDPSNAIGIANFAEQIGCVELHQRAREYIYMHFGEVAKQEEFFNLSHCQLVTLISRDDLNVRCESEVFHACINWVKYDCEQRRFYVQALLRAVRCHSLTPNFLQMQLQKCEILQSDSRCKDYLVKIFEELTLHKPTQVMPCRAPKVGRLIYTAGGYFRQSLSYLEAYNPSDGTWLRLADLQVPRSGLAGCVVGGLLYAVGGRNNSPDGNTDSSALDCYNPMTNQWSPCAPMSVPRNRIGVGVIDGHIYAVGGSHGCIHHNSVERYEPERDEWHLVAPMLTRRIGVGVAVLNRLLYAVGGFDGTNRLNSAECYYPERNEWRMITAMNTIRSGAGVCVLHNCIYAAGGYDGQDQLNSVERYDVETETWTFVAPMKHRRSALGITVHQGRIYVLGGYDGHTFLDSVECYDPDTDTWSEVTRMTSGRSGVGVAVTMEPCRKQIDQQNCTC
Pemphigus Ab inh: blocks pemphigus antibody binding to human desmoglein-3. binding (percent of control), % at 10 µM. actives 0.48% (n = 310,000). DSG3-coupled beads, scFv-anti-DSG3-GFP binding, flow cytometry; stronger effect = lower value. P32926;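 active = binding more than 3 SD below its plate's average and above zero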;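 also: hits lower antibody fragment binding to DSG3; some compounds called inactive have numbers as strong as hits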
Arr AP2 block: human beta-arrestin and AP2 interaction inhibition | FITC-arrestin peptide / GST-AP2 beads, flow cytometry; AP2 beta2 appendage carries R879A mutation | inhibition, % at 10 µM | actives 0.31% (n = 340,000) | AID 504490;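 active = inhibition above a set limit, near 3 SD of compounds lacking own fluorescence, cut at about 54% in these data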;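 also: plate controls were DMSO wells for no effect and 5 µM unlabelled arrestin peptide for full effect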
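Material – GST-tagged AP2 beta2-adaptin appendage (R879A) on 4 µm glutathione beads · Probe or stimulus – fluorescein-tagged arrestin peptide at 50 nM final · Timing – 12 min plus 1 h, RT · Detection – bead flow cytometry, FITC channel · Read-out basis – inhibition as reduced fluorescein signal on beads, percent · Medium – PBS plus Tween 20 (0.05%) and BSA (0.1%)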
* = called active by the depositor; nt = no result given. Outcome played no part in choosing rows, and some 3.1% of all compounds hit somewhere here.

SMILES	V-ATPase pH	cardiac RTF act	C-LANA FP	Cardiac RTF inh	OPRM1-OPRD1 ag	OPRM1-OPRD1 inv	Wnt act	Keap1-Nrf2 PPI	Pemphigus Ab inh	Arr AP2 block
COc1ccccc1OCCNC(=O)CN1C(=O)NC2(CCCC2)C1=O	0	-5	2.6	-10	-1.2	8	-2	-2	101	7
Cc1ccccc1C(=O)Nc1cccc(NC(=S)NC(=O)c2cccs2)c1	-3	0	-1.6	2	-1.5	8	nt	4	109	14
CC(NC(=O)COC(=O)/C=C/c1cccc(F)c1)c1ccccc1 (centres undefined)	-2	0	-1.5	-1	-1.8	7	-2	1	106	-6
COc1ccccc1NC(=O)C1=C(C)Nc2nnnn2C1c1cccc(Br)c1 (centres undefined)	1	4	0.9	-5	0.9	-4	nt	-1	98	7
CCOC(=O)Cc1nnc(NC(=O)C23CC4CC(CC(C4)C2)C3)s1	-1	-3	-0.8	-13	-1.7	9	-3	-4	nt	0
O=C(NCCN1CCNC1=O)C1CCC(=O)N(CCc2ccc(Cl)cc2)C1 (centres undefined)	-1	0	0.0	-6	-1.3	7	0	-7	nt	45
C=CC[C@@H](CC(=O)N[C@@H](CO)Cc1ccccc1)C(=O)N[C@@H](COC(=O)[C@H](CC=C)CC(=O)OC(C)(C)C)Cc1c[nH]c2ccccc12	-3	10	0.1	-8	4.5	-25	-3	2	nt	3
CCCOc1ccc(NC(=O)CC2C(=O)N(Cc3ccccc3)C(=S)N2Cc2cccs2)cc1 (centres undefined)	-5	0	1.5	-6	4.7	-28	1	-3	99	6
Cc1ccc(C(=O)O)cc1NC(=O)CSc1nnc(-c2ccccc2F)n1C1CCCCC1	nt	-1	-0.4	-3	-5.1	20	-4	-3	102	-6
Cc1ccc(CNC(=O)C2CC(=O)N(CCC(C)C)C2)cc1 (centres undefined)	0	0	-1.6	-1	-2.0	10	-1	0	98	37
COc1cc(C(=O)ON=C2C=C(C)C(=O)C(C)=C2)cc(OC)c1OC	0	-1	0.7	-3	-0.3	2	-2	-7	98	4
Cn1c(=O)c(=O)n(C)c2cc(S(=O)(=O)N3CCCC3C(=O)Nc3ccccc3F)ccc21 (centres undefined)	-1	5	-1.3	-6	0.4	-2	3	-1	102	1
CCOC(=O)N1CCN(CC(=O)Nc2ccc(Oc3ccccc3)cc2)CC1	-3	-8	0.0	-9	-0.5	2	-5	-6	nt	-1
COc1cccc2cc(C(=O)NCc3ccc(Cl)cc3)c(=O)oc12	-3	-6	1.0	12	1.2	-9	-6	-1	nt	12
CCOC(=O)c1ccc(NC(=O)CCS(=O)(=O)c2ccc(Br)s2)cc1	2	0	-1.7	-23	1.4	-7	3	-1	110	0
Cc1ccc(S(=O)(=O)N(Cc2ccc(F)cc2)C(=O)N2CCN(C)CC2)cc1	-2	-3	1.5	-8	-0.2	2	1	3	96	-19
Cc1cc(=O)c(C(=O)O)cn1Nc1ccc(Cl)cc1	-3	-6	1.5	-3	-1.3	7	nt	2	75	-9
O=C(CSc1nc2ccc(NC(=O)CSc3nnnn3Cc3ccccc3)cc2s1)Nc1ccccc1	-1	4	2.3	1	4.0	-23	nt	-5	95	-7
COc1cccc(NC(=O)CN(C)C(=O)CC2CC3CCC2C3)c1 (centres undefined)	6	-4	1.0	0	-0.6	3	1	1	101	27
O=C(CC(=O)Nc1ccc(Cl)cc1Cl)Nc1ccc(Cl)cc1Cl	-1	0	-0.4	-5	1.4	-6	-1	-6	65	-7
CC(C)CC(c1nnnn1Cc1ccco1)N1CCN(C2CCCC2)CC1 (centres undefined)	4	-5	1.5	-7	-1.6	9	nt	-1	102	-8
Nc1ncnc2c1ncn2[C@@H]1O[C@H](CNCc2ccc(OCC(=O)Nc3ccccn3)cc2)[C@@H](O)[C@H]1O	2	-2	-1.0	-11	-3.1	15	10	-6	97	-6
O=C(c1cc2nc(-c3ccc(F)cc3)cc(C(F)(F)F)n2n1)N1CCOCC1	3	1	-2.8	2	-1.4	6	-2	-5	nt	9
Cc1cc(C)cc(-n2nnc(C(=O)NCc3ccccc3)c2N)c1	-5	5	-0.5	16	0.6	-3	nt	-6	94	-5
COc1ccccc1NC(=O)c1ccccc1SC	-2	-4	0.8	-4	-3.8	16	-6	4	nt	-9
CCC(=O)Nc1ccc(C(=O)n2ccc(C)n2)cc1	0	3	1.0	-3	-1.4	8	nt	3	104	-2
Cc1cc(C)nc(NC(=O)NS(=O)(=O)Nc2ccc(Br)cn2)n1	-2	-2	9.7	-8	-1.9	10	-1	-4	94	-1
CC(C)(C)C(=O)Nc1nnc(CC(=O)NCc2ccccc2)s1	3	3	0.5	-16	-1.4	8	-1	-5	106	3
COc1ccc(CNC(=O)COC(=O)c2c(C)nn(-c3ccccc3)c2C)cc1OC	0	6	1.2	-2	-2.3	15	-2	-3	104	-8
CCOC(=O)CNC(=O)N1CCC(CCOc2ccccc2)(C(=O)OCC)CC1	-4	1	-1.8	0	-1.5	7	0	-4	111	-10
O=C(Nc1ccc(Oc2ccccc2)nc1)C1CCCCN1Cc1cccc(O)c1 (centres undefined)	0	-3	-1.1	-3	5.7	-30	5	1	99	2
CC(=O)NC(c1ccco1)c1ccc2cccnc2c1O (centres undefined)	-2	-2	0.8	0	-0.3	2	nt	3	104	-3
CCOc1ccc(N2C(=O)CN=C2Nc2ccccc2Cl)cc1	3	8	0.1	-1	2.1	-13	nt	-3	107	11
Cc1ccc2ncc(NC(=O)c3ccc(F)cc3)c(=O)n2c1	-2	-7	-0.3	2	0.2	-1	0	0	94	6
Cc1ccc(S(=O)(=O)Oc2cc(N)c3c(n2)CCC3)cc1	1	4	0.2	-9	-0.5	3	1	-1	111	5
CC(C)N(C(=O)[C@H]1CC(CC(=O)NCC23CC4CC(CC(C4)C2)C3)C(=O)N2CCc3c([nH]c4ccccc34)[C@]12C)C(C)C (some centres undefined)	-3	0	0.0	0	-3.5	16	-1	-2	110	36
CC(OC(=O)c1ccc(-n2cnnn2)cc1)C(=O)Nc1ccc(F)c(F)c1F (centres undefined)	0	1	2.0	-2	-1.8	8	2	-4	102	0
CC(C)(C)NC(=O)CSc1ccc(C(C)(C)C)cc1	6	-2	-0.4	-6	1.9	-10	nt	5	nt	31
COc1ccc(NS(=O)(=O)c2ccc(NC(=O)Cc3cccs3)cc2)cc1	0	-5	-2.3	2	3.4	-19	-4	-1	109	36
COc1ccc(CC(=S)N2CCOCC2)cc1OC	1	1	-2.6	-7	-2.3	14	-4	-1	nt	-17
CCOC(=O)c1c(C)[nH]c(C)c1S(=O)(=O)NCCN1CCN(c2cc(Cl)ccc2C)CC1	-2	-2	-2.8	-16	3.0	-15	-1	-5	80	15
CC12CCC(C(=O)NC3CCCC3)(CC1=O)C2(C)C (centres undefined)	-2	-3	2.5	-3	-3.1	18	nt	-2	106	0
COc1ccc(N2C(=O)CC(N3CCN(c4ccc(C(=O)c5cccnc5)cc4)CC3)C2=O)cc1 (centres undefined)	-4	-4	-3.2	-3	0.7	-4	nt	-2	100	27
Cc1c(Cl)cccc1NC(=S)Nc1ccccn1	-1	1	-0.2	13	2.2	-11	-1	-4	99	17
Cc1ccc(C)c2nc(SCC(=O)Nc3ccc4c(c3)OCO4)c(C#N)cc12	-5	6	0.4	-7	-3.1	16	1	4	90	-8
CCCCNc1nc(-c2ccccc2)cc(C(F)(F)F)c1C(N)=O	-1	-14	1.5	-1	1.4	-8	-4	-1	99	-6
COC(=O)c1c(NC(=O)COC(=O)Cn2cnc3ccccc32)sc2c1CCCC2	1	-16	-1.8	-1	-1.4	7	-1	-3	94	0
Clc1nc(N2CCOCC2)ncc1Br	2	5	-1.2	-1	-2.7	14	-4	-3	100	9
Cc1ccc(CSC2=NCCN2C(=O)c2ccco2)cc1	-4	-3	-1.7	-6	-2.1	11	-5	-1	106	4
Cc1ccc(S(=O)(=O)N2CCSC2)cc1C	-2	-2	1.3	4	-2.9	16	-3	-2	101	7

As entered above:
`Cc1ccc(C(=O)O)cc1NC(=O)CSc1nnc(-c2ccccc2F)n1C1CCCCC1` in Wnt act has -4
`Cc1cc(C)nc(NC(=O)NS(=O)(=O)Nc2ccc(Br)cn2)n1` in V-ATPase pH has -2
`COc1cc(C(=O)ON=C2C=C(C)C(=O)C(C)=C2)cc(OC)c1OC` in V-ATPase pH has 0

(list continues)
SMILES	V-ATPase pH	cardiac RTF act	C-LANA FP	Cardiac RTF inh	OPRM1-OPRD1 ag	OPRM1-OPRD1 inv	Wnt act	Keap1-Nrf2 PPI	Pemphigus Ab inh	Arr AP2 block
COc1ccccc1N1CCN(C(=O)CN2C(=O)c3ccccc3S2(=O)=O)CC1	-2	-6	-2.2	11	-3.4	17	26	-1	92	8
CCC1=C(OC(=O)N(CC)CC)N2C(=O)OC(=NCC(=O)OC)[C@]2(Cc2ccccc2)[C@H]2C1=CC[C@H]1C(=O)N(CC(=O)OC)C(=O)[C@H]12	-4	0	0.4	11	-2.3	13	17	1	104	1
CC(C)(C)C(=O)N1CCC[C@H]1C(O)(c1ccccc1)c1ccccc1	2	-4	-0.4	2	-2.4	13	-2	2	81	33
O=C(O)C(Cc1ccccc1)NS(=O)(=O)c1ccc2c(c1)OCCO2 (centres undefined)	2	-1	2.3	1	-2.9	16	nt	0	96	3
CC(C)n1cc([C@@H]2C[C@H]3CN(Cc4cccc(Cl)c4)C(=O)[C@]34CCCN24)cn1	0	2	-2.3	-16	-2.8	16	0	-4	126	-16
CCN(C(=O)CSc1nnc(-c2ccc(F)cc2)c2ccccc12)C1CCS(=O)(=O)C1 (centres undefined)	5	2	-1.1	2	-1.7	9	-4	-5	101	-1
CCCC(=O)NC(=S)Nc1ccc(C(C)=O)cc1	0	10	-0.7	-21	0.2	-1	nt	-4	101	9
CCCOC(=O)C1[C@H]2C(=O)N(C(C)c3ccc(OC)cc3)C[C@]23C=C[C@H]1O3 (some centres undefined)	-1	-7	0.1	4	0.1	-1	nt	5	89	2
O=c1cc(CN2CCN(CCO)CC2)c2cc3c(cc2o1)CCC3	-2	-2	1.5	0	-0.1	0	-5	-4	nt	0
O=C(CSc1nnc2ccccn12)N1CCc2ccccc2C1	2	8	0.7	-1	-1.6	9	nt	-5	112	2
CCOc1ccc(NC(=O)CN(c2ccc(OCC)cc2)S(=O)(=O)c2c(C)[nH]c(=O)[nH]c2=O)cc1	-1	8	0.8	5	-3.4	18	0	-4	104	4
O=C(Nc1cc(S(=O)(=O)N2CCOCC2)ccc1N1CCCC1)c1cc(=O)[nH]c2ccccc12	-3	5	-0.5	2	-1.3	6	-1	-6	90	-1

Retrieved one by one from the entries so far, two records:
SMILES	V-ATPase pH	cardiac RTF act	C-LANA FP	Cardiac RTF inh	OPRM1-OPRD1 ag	OPRM1-OPRD1 inv	Wnt act	Keap1-Nrf2 PPI	Pemphigus Ab inh	Arr AP2 block
O=c1cc(CN2CCN(CCO)CC2)c2cc3c(cc2o1)CCC3	-2	-2	1.5	0	-0.1	0	-5	-4	nt	0
CCC1=C(OC(=O)N(CC)CC)N2C(=O)OC(=NCC(=O)OC)[C@]2(Cc2ccccc2)[C@H]2C1=CC[C@H]1C(=O)N(CC(=O)OC)C(=O)[C@H]12	-4	0	0.4	11	-2.3	13	17	1	104	1
